Source: PubChem (several laboratories)
Hck Nef HTS = blocks Nef-activated human Hck kinase. P08631. Recombinant Hck-YEEI plus Nef, Z-Lyte FRET kinase assay. inhibition, % at 20 µM. actives 0.68% (n = 220,000);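 active = Hck-Nef kinase inhibition above about 50%, limit read from the data; inactive = inhibition below that limit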;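 also: 0% = DMSO with Hck plus Nef and 100% = Hck alone without Nef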
FXIIa inh 1536 = factor XIIa (human) inhibition; P00748; purified FXIIa, Boc-QGR-AMC fluorogenic substrate, 2 h; actives 0.3% (n = 220,000); AID 800; inhibition, % at 5 µM; in the data active = inhibition above about 40%;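 also: 0% = enzyme with no compound and 100% = blank without enzyme; many of its hits are not listed in these tables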
Target sequence (P00748 20-372 limits assumed): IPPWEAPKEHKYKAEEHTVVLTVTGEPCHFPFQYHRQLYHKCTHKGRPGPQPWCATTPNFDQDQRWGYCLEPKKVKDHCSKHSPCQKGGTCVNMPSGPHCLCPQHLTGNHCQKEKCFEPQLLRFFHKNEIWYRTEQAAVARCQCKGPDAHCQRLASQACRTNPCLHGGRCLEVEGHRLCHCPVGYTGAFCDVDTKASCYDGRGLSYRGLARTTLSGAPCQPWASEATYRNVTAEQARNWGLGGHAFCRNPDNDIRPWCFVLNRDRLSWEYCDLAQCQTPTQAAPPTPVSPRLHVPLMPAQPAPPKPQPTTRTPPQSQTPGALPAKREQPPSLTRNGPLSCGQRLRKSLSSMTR
Target sequence (P00748 373-615 limits assumed): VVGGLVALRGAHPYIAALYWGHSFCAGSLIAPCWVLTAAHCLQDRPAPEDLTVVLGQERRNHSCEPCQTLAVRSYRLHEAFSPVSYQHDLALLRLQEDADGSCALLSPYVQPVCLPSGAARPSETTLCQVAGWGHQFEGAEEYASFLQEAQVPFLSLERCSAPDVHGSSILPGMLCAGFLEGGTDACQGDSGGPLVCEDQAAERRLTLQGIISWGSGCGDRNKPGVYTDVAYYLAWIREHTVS
hK5 inh = inhibitors of human kallikrein 5; Q9Y337; recombinant hK5, fluorogenic AMC substrate cleavage; inhibition, % at 5 µM; actives 0.59% (n = 210,000); AID 873;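 active = inhibition of 40% or more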;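 also: 0% = enzyme controls without compound and 100% = no-enzyme blanks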
Rad51 HR inh = Rad51 (human) homologous recombination inhibition. Q06609. hRad51 DNA strand exchange, fluorescence dequenching. inhibition, % at 10 µM. actives 0.085% (n = 200,000). AID 1385;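 active = inhibition above 40% at the single screening dose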;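 also: 0% = DMSO control wells and 100% = blanks with heterologous ssDNA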
Target sequence (Q06609 whole entry, looked up): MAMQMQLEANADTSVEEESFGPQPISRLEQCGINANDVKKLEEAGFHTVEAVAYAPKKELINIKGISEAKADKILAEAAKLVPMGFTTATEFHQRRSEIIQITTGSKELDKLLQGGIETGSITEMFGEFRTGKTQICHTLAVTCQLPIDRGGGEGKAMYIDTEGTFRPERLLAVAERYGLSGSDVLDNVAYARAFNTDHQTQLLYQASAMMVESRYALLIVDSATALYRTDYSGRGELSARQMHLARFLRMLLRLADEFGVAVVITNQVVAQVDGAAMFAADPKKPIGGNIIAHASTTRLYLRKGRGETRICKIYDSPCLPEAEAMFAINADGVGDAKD
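Assay system: Human Rad51 nucleoprotein filaments preassembled on unlabelled ssDNA | Reagent: Donor/quencher-labelled 47-bp dsDNA substrate | Doses: One concentration, 10 µM final | Times: 37 °C 15-min filament assembly, 30-min compound preincubation, 15-min exchange | Technique: Fluorescein emission 520 nm, excitation 485 nm | Benchmarks: Plate control and blank wells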
thrombin 1536 = thrombin (human) inhibition | P00734 | alpha-thrombin, Boc-VPR-AMC fluorogenic substrate cleavage | actives 0.26% (n = 220,000) | inhibition, % at 5 µM;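 active = inhibition at or above 40%; inactive = inhibition below 40%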;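 also: 0% = enzyme with no compound and 100% = wells without enzyme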
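Material: human alpha-thrombin enzyme / Medium: pH 7.5 Tris (50 mM) with NaCl 150 mM, Tween 20 0.05% / Compound: single-point dosing at 5 µM, 0.2% DMSO / Incubation: enzyme reaction carried out at room temperature / Detection: AMC fluorescence, 355/460 nm / Read-out basis: percent inhibition scaled between no-compound controls and no-enzyme blanks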
TNF necrop inh = inhibitors of TNF-alpha induced necroptosis in Jurkat FADD-/- cells; AID 463075; activation (protection from cell death), % at 10 µM; Jurkat FADD-/- TNF necroptosis rescue, ATP luminescence, 24 h; 0 = TNF only, 100 = no-TNF cells; actives 0.068% (n = 220,000);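 active = activation, meaning protection from cell death, of at least 50% relative to plate controls; inactive = activation below 50%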;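 also: necroptosis triggered by 40 ng/mL TNF-alpha added together with compound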
Cl transport mod = modulates chloride dependent transport by human KCC2; Q9H2X9; KCC2 cells, thallium flux FluoZin-2 fluorescence; B-score of Tl+ flux slope (higher = more flux/activation; lower = inhibition) at 10 µM; actives 2.2% (n = 190,000); AID 1456;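 active = thallium flux slope and its plate-corrected score both differing from the plate sample mean at a set confidence after two filtering rounds, in either direction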;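 also: slope of fluorescence scaled to starting intensity during 10 to 20 s after thallium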
FXIa inh = blocks human coagulation factor XIa protease activity; purified FXIa, Boc-Glu-Ala-Arg-AMC fluorogenic substrate; P03951; inhibition, % at 5 µM; actives 0.14% (n = 220,000);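 active = inhibition of at least 40%; inactive = inhibition below 40%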;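 also: fluorescence of freed AMC excited at 355 nm; 0% = enzyme without compound and 100% = no enzyme blank; many of its hits are not listed in these tables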
L929 necroptosis = L929 zVAD cell death inhibition; AID 1377; actives 0.38% (n = 220,000); L929 zVAD necroptosis rescue, ATP luminescence, 24 h; with zVAD 60 µM; viability rescue, % at 10 µM;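 active = activation, scaled between plate controls, above about 75%, limit read from the data; inactive = activation under that limit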;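 also: 0% = zVAD with DMSO and 100% = DMSO alone without zVAD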
An asterisk follows results filed as active; nt = no result given; + = active, no number. Some of the compounds tested; count on the stated rates, not on these rows.

smiles	L929 necroptosis	Hck Nef HTS	thrombin 1536	FXIa inh	Cl transport mod	FXIIa inh 1536	TNF necrop inh	hK5 inh	Rad51 HR inh
CCCCN1C(=O)CC(N2CCOCC2)C1=O (stereo not drawn)	-0.3	-23	0	1	0.19	10	0.8	-8	2
N#C/C(=C\c1ccccc1OCc1ccc(C(=O)O)cc1)c1ccccc1	2.3	28	1	1	-1.3	5	-0.1	2	-37
COc1ccc(CSc2nc(CSC)cc(N3CCOCC3)n2)cc1	-0.2	-1	4	1	0.043	14	-11	-10	-1
c1ccc(CCCCNCC2COc3ccccc3O2)cc1 (stereo not drawn)	3.8	18	-1	0	0.096	11	1.6	7	13
CC1CCCCC1NC(=O)COn1nnc2ccc(Cl)cc21 (stereo not drawn)	0.1	1	-1	-13	0.91	9	0.7	-6	2
COCCNC(=O)Cn1c(=O)n(CCCCCC(=O)NCc2ccc3c(c2)OCO3)c(=O)c2sccc21	-0.8	24	-4	0	-0.16	6	0.4	1	-2
Cc1onc(-c2ccccc2Cl)c1C(=O)NC(=S)NCC(=O)c1ccccc1	-1.6	19	-2	0	0.45	10	-0.3	5	-83
COc1ccc(CCNC(=O)c2c(C)nc3ccccn23)cc1	1.2	25	-16	-4	-0.73	-8	1.1	-8	5
CCOC(=O)c1sc2nc(C)nc(NCc3cccnc3)c2c1C	1.2	-12	-5	0	-1.4	6	1.8	2	-11
O=C(Nc1cccnc1)c1cccs1	0.2	0	-1	4	-0.3	5	-2.3	-15	5
COc1ccc(/C(=N/OC(C)=O)c2nccc3cc(OC)c(OC)cc23)cc1OC	1.1	9	-9	-3	0.034	0	0.9	-2	-20
O=C(CSc1nc(-c2ccccc2)c(-c2ccccc2)[nH]1)N1CCN(S(=O)(=O)c2ccccc2)CC1	-0.1	-3	0	-5	-1.7	11	-1.4	-6	0
Cc1cc(NC(=O)c2ccc3c(c2)C(=O)N(CCC(C)C)C3=O)no1	-1.3	16	-11	-9	2.1	-2	-0.6	-27	-4
COC(=O)c1ccc(NC(=S)NCCc2cccc(C)c2)cc1	0.3	0	2	3	nt	9	-3.2	1	-6
CNC(=S)N(Cc1ccc(Cl)cc1)Cc1cccs1	2.1	8	-4	2	-1.5	3	-2.9	7	-1
O=C(CSc1nnc(-c2cccs2)n1CC1CCCO1)c1cc2ccccc2o1 (stereo not drawn)	0.0	3	3	2	-3.3*	14	-0.7	-22	nt
O=S(=O)(Cc1ccccc1)NCC1CCCN(Cc2ccc(F)c(F)c2)C1 (stereo not drawn)	-0.7	14	-2	-4	-0.036	5	2.5	-3	-5
COc1ccc(-c2cc(C(F)(F)F)nc(SCC(=O)Nc3ccc4c(c3)OCO4)n2)cc1	0.4	3	-2	4	-0.066	9	0.9	-19	5
O=C1C=CN(C(=O)Oc2ccccc2)CC1	0.5	4	-7	8	1.7	13	2.0	-2	11
CC(=O)Nc1ncnc2c1c(-c1ccc(Cl)cc1)nn2C(C)(C)C	67	+	3	0	-0.22	2	1.6	-12	13
CCOc1ccccc1N(CC(=O)Nc1c(C)n(C)n(-c2ccccc2)c1=O)S(=O)(=O)c1ccccc1	-0.9	6	-4	-1	-0.93	9	0.7	nt	nt
OCCN(Cc1ccccc1)Cc1ccc(C(F)(F)F)cc1	-0.1	-17	-13	-9	-0.016	-12	3.9	-2	0
COc1cc(/C=C/C(=O)OCC(=O)NCCc2ccccc2)cc(OC)c1OC	1.5	-20	5	14	0.58	20	0.7	16	-8
O=C(Nc1ccccc1)Nc1ccncc1	2.3	19	-2	8	0.75	6	0.1	0	nt
Cn1c(O)c(C=Nc2ccc(N3CCOCC3)cc2)c(=O)n(C)c1=S	0.9	-20	1	0	-1.2	1	-3.4	-12	-51
CCOC(=O)NNC(=O)NCCCCCCNC(=O)NNC(=O)OCC	-0.4	19	-14	-5	0.15	4	3.3	-2	nt
CC(C)(C)NC(=O)C(c1cccnc1)N(C(=O)c1ccc(Cl)nc1)C1CCCC1 (stereo not drawn)	2.3	20	-8	-6	nt	3	0.0	-4	2
Cc1cc(C)n(CCC(=O)Nc2cccc(F)c2)n1	1.9	6	5	-3	-0.096	4	0.2	-2	8
CC(C)C/C(O)=C/c1nc2cc(Cl)ccc2oc1=O	8.0	1	-9	3	-1.1	9	1.2	-14	-35
CCOC(=O)CCC(NC(=O)CC(=O)NC(CCC(=O)OCC)C(=O)OCC)C(=O)OCC (stereo not drawn)	3.7	15	-2	-1	nt	9	-0.3	5	1

Hck Nef HTS: entries above that show a hit.
| molecule | Hck Nef HTS | thrombin 1536 | FXIa inh | Cl transport mod | FXIIa inh 1536 | hK5 inh | Rad51 HR inh |
| --- | --- | --- | --- | --- | --- | --- | --- |
| CC(=O)Nc1ncnc2c1c(-c1ccc(Cl)cc1)nn2C(C)(C)C | + | 3 | 0 | -0.22 | 2 | -12 | 13 |

Sorted by count of non-hydrogen atoms (smallest number first): three of the compounds above
smiles	L929 necroptosis	Hck Nef HTS	thrombin 1536	FXIa inh	Cl transport mod	FXIIa inh 1536	TNF necrop inh	hK5 inh	Rad51 HR inh
COC(=O)c1ccc(NC(=S)NCCc2cccc(C)c2)cc1	0.3	0	2	3	nt	9	-3.2	1	-6
CC(=O)Nc1ncnc2c1c(-c1ccc(Cl)cc1)nn2C(C)(C)C	67	+	3	0	-0.22	2	1.6	-12	13
N#C/C(=C\c1ccccc1OCc1ccc(C(=O)O)cc1)c1ccccc1	2.3	28	1	1	-1.3	5	-0.1	2	-37

Filtered by structure, the entries above containing two or more sulfur atoms.
smiles	L929 necroptosis	Hck Nef HTS	thrombin 1536	FXIa inh	Cl transport mod	FXIIa inh 1536	TNF necrop inh	hK5 inh	Rad51 HR inh
COc1ccc(CSc2nc(CSC)cc(N3CCOCC3)n2)cc1	-0.2	-1	4	1	0.043	14	-11	-10	-1
O=C(CSc1nc(-c2ccccc2)c(-c2ccccc2)[nH]1)N1CCN(S(=O)(=O)c2ccccc2)CC1	-0.1	-3	0	-5	-1.7	11	-1.4	-6	0
CNC(=S)N(Cc1ccc(Cl)cc1)Cc1cccs1	2.1	8	-4	2	-1.5	3	-2.9	7	-1
O=C(CSc1nnc(-c2cccs2)n1CC1CCCO1)c1cc2ccccc2o1 (stereo not drawn)	0.0	3	3	2	-3.3*	14	-0.7	-22	nt

New compounds follow.
smiles	L929 necroptosis	Hck Nef HTS	thrombin 1536	FXIa inh	Cl transport mod	FXIIa inh 1536	TNF necrop inh	hK5 inh	Rad51 HR inh
Cc1ccccc1NC(=O)Cn1nc(C(F)(F)F)cc1C1CC1	-0.3	1	4	7	1.2	12	-0.1	-4	-1
CC1=NNC(=O)C1CCC(=O)N/N=C/C=C/c1ccccc1 (stereo not drawn)	2.0	6	-4	-2	0.56	4	1.6	-5	3
O=C(N/N=C\c1ccc(Cl)s1)C1COc2ccccc2O1 (stereo not drawn)	2.1	20	0	3	12*	8	-6.4	5	nt
COc1cccc(Nc2ncnc3c2cnn3-c2cccc(C)c2)c1	0.4	1	-6	6	nt	-11	-1.2	1	4
Cc1cccc(NC(=O)Nc2cc(C)cc(C)n2)c1	76*	0	16	26	-0.026	32	-0.3	21	-9
CCN(CC)S(=O)(=O)c1ccc2oc(C(=O)N3CCCCCC3)c(C)c2c1	16	2	1	2	-0.87	18	-3.6	-6	-1
Cc1ccc(NC(=O)COC(=O)C2CSC3(C)CCC(=O)N23)cc1S(=O)(=O)N1CCOCC1 (stereo not drawn)	4.1	26	-3	0	-0.89	10	0.4	4	22
COc1ccc(N2C(=O)CC3(CCCC3)CC2=O)cc1	1.1	1	-3	-2	0.027	5	2.4	-22	7
Cc1nc2ccccc2n1S(=O)(=O)c1ccc(S(=O)(=O)N2CCCCCC2)cc1	0.2	-1	-5	1	-0.95	8	-1.3	-11	1
COc1cc(/C=C2\SC(=S)N(CC(=O)Nc3cccnc3)C2=O)cc(OC)c1OC	0.7	3	-1	0	-1	13	4.6	4	-9
O=S(=O)(c1cccc(C(F)(F)F)c1)N1CCN(c2cnccn2)CC1	0.7	12	3	-4	0.23	10	0.7	3	2
C/C(=C\c1ccccc1)C(=O)Nc1cc(C)on1	-1.2	-1	3	5	-0.57	7	0.3	-24	7
O=C(OCCN1CCCCC1)C1(c2ccccc2)CCCC1	-2.7	17	-7	-2	-1.1	9	2.1	-1	0
CC(C)CNC(=O)CC(c1ccccc1)c1ccccc1	0.4	20	0	-2	-0.11	4	-0.3	-8	16
CCOC(=O)C1CCN(S(=O)(=O)c2cn(C)c(=O)n(C)c2=O)CC1	1.7	-3	0	9	0.89	18	0.6	3	-2
Cc1cccc(C)c1NC(=O)C1(NC(=O)C2CCCN2C(=O)OC(C)(C)C)CCCCC1 (stereo not drawn)	1.7	0	1	2	nt	16	-0.4	-2	4
O=C1CCC(=O)N1OCCOc1ccc(Cl)c2ccccc12	3.2	21	-1	-4	-0.3	5	0.2	-2	-4
COc1ccc(NC(=O)C(NC(C)=O)C(=O)NCc2ccccc2Cl)cc1 (stereo not drawn)	1.8	1	-6	-7	nt	-14	-1.8	-8	2
CCc1c(C)sc(NC(=S)Nc2cccnc2)c1C(=O)OC	-0.8	-2	2	4	-1.5	7	0.0	nt	4
NS(=O)(=O)c1ccc(NC(=O)COC(=O)COc2cccc(C(F)(F)F)c2)cc1	0.8	9	-7	-3	nt	0	0.6	-6	-9
O=C(Nc1ccc(N2CCOCC2)cc1)c1ccccc1SCC(=O)N1CCCC1	1.2	18	-11	1	0.7	3	0.9	0	27
O=C(/C=C/c1cccc([N+](=O)[O-])c1)NCC1CCCO1 (stereo not drawn)	0.0	-1	18	14	1.8	21	-2.2	16	0
O=C1c2ccccc2C(O)(Cc2ccccc2)N1C1CCCCC1 (stereo not drawn)	0.7	1	-2	-10	-0.93	13	-1.1	-17	2
Cn1cccc1/C=N/n1c(-c2ccc(C(C)(C)C)cc2)n[nH]c1=S	1.1	1	3	3	13*	16	-4.0	-75	6
O=S(=O)(NCc1cccs1)c1cccc(S(=O)(=O)N2CCCCC2)c1	-0.1	1	3	3	-1.1	14	0.0	16	0
CSc1ccccc1-n1nnnc1SCC(=O)Nc1cc(C)ccc1C	-1.3	0	1	3	-1.3	8	0.4	-4	-1
Cc1cc(C)n2nc(SCC(=O)Nc3c(C)nn(-c4ccccc4)c3C)nc2n1	0.0	0	0	7	-0.72	14	-1.0	-10	6
COc1cc(OC)cc(C(=O)NNC(=O)c2ccc(S(=O)(=O)N3CC(C)OC(C)C3)cc2)c1 (stereo not drawn)	0.1	2	-3	-4	0.0036	11	0.0	nt	nt
Fc1ccc(NC(=S)Nc2ccccc2Cl)cc1	-0.4	4	-2	2	1.2	7	-1.7	nt	-9
NC(=O)SCC(=O)Nc1ccccc1C(=O)O	0.5	13	-3	8	0.28	7	1.9	1	-12
